DT40 TDP1 no CPT: qHTS for Inhibitors of human tyrosyl-DNA phosphodiesterase 1 (TDP1): qHTS in cells in absence of CPT | Potency, µM (highest dose often 46.2 µM), for the others: at the top dose activity change, negative = growth inhibition, actives largely listed as inhibitors | AID 686978, 2013 | 420,000 compounds, 15% hits | DT40 Tdp1-/- hTDP1 cells, no CPT, ATP luminescence, 48 h; note: nearly all actives have a fitted effect of over 55% in size
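Luminescent ATP content (CellTiter-Glo) served as the growth readout. Knockout chicken DT40 cells expressing human TDP1 were exposed to compounds without camptothecin for a minimum 48 hr at 37 °C.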
TDP1 inh: inhibitors of human tyrosyl-DNA phosphodiesterase TDP1. Q9NUW8. recombinant TDP1, AlphaScreen DNA substrate cleavage. Potency, µM (highest dose often 130 µM), for inactives: at the highest dose activity change, negative = inhibition, usual class: inhibitors. 350,000 compounds, 0.28% hits; note: nearly all actives have a fitted effect of over 40% in size
Target sequence (Q9NUW8 whole entry, looked up): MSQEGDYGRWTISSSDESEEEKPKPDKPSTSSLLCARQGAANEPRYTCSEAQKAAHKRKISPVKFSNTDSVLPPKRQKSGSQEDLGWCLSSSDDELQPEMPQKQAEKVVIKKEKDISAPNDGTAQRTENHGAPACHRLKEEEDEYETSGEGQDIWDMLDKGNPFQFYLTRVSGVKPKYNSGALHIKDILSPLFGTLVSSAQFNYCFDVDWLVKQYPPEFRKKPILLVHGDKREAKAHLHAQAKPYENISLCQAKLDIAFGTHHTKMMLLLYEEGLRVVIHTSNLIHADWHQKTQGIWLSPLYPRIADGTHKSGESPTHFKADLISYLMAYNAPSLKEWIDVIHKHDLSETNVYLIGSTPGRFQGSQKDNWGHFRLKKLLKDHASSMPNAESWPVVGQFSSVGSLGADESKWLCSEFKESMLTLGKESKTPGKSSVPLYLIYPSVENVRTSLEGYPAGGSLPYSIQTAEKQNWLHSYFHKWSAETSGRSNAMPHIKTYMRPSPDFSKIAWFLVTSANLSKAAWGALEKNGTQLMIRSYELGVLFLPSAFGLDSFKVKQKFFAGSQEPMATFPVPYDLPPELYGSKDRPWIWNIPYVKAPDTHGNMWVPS
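Recombinant human Tdp1 (E. coli-expressed, 1 nM final) preincubated with compounds 15 min at room temperature, then 5'-biotin/3'-phosphotyrosine-FITC DNA substrate (15 nM final) added for 5 min. AlphaScreen beads (10 ug/ml final) added 10 min; cleavage lowers signal.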
DT40 TDP1 CPT: DT40-hTDP1 cell growth loss with CPT; chicken DT40 Tdp1-/-;hTDP1 cells + 20 nM CPT, ATP luminescence, 48 h; Potency, µM (doses to about 46.2 µM), for the others: at the highest dose activity change, negative = growth inhibition, most hits filed as inhibitors; 420,000 compounds, 12% hits; note: nearly all actives have a fitted effect of over 55% in size
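Chicken DT40 Tdp1-/- cells complemented with human TDP1, 400 cells/well, exposed to compounds plus 20 nM camptothecin for at least 48 h at 37 C; viability read as ATP content by CellTiter-Glo luminescence.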
Active calls of the source: *; ? = inconclusive; . = no result given; & = joins results of further samples; [ ] = dose if it differs, or a comment. Calls come from the whole dose curve; as a rule, active = well fitted curve in the direction sought with a large enough effect; inconclusive = small, poorly fitted or top-dose-only effect, or another doubt; inactive = no such curve, though single readings can be large; an effect the other way counts as inactive or inconclusive. % is set by controls: 0 for no effect and ±100 for the full control effect; potency is the fitted concentration of half-maximal effect.

SMILES | DT40 TDP1 no CPT | TDP1 inh | DT40 TDP1 CPT
CCc1ccc(NC(=O)C2CCN(c3cc(C)nc4c(-c5ccc(Cl)cc5)c(C)nn34)CC2)cc1 | -8% | -3% | -18%
C/C(=N\NC(=O)Cn1nc(C)c([N+](=O)[O-])c1C)c1ccc(O)cc1 | -24% | 1% | -5%
COC(=O)CCNC(=O)CCc1ccc(S(=O)(=O)N2CCCCCC2)cc1 | -3% | 0%[56.1 µM] | -18%
CC(=O)Nc1ccc(NC(=O)C/C(C)=N/NC(=O)C(=O)N2CCCC2)cc1 | 2% | 1% | 6%
COc1ccccc1C(=O)NCCCNc1nc2cc(C)cc(C)c2cc1C#N | ? | . | ?
CCOC(=O)c1ccc(NC(=O)C2CCCN(c3cnccn3)C2)cc1 (stereo not given) | 15µM* | 3%&2% | ?
O=C1CC[C@@H](CN(Cc2ccccn2)Cc2nc(-c3ccc(C(F)(F)F)cc3)no2)N1 | -22% | 5% | -6%
CC(=O)c1ccc(N2CCN(C(=O)COc3ccc4ccccc4c3)CC2)cc1 | -3% | . | -2%
N#Cc1ccsc1NC(=O)c1cnccn1 | -2% | -4% | -7%
Cc1c(C)c2c(OCC(=O)NCC(C)C)cc3c(c2oc1=O)CCC(C)(C)O3 | ? | . | ?
COc1ccccc1N1CCN(S(=O)(=O)c2ccc(-c3cnc(C4CC4)o3)cc2)CC1 | 21µM* | 1%&9% | ?
Cc1ccc(-c2csc(NCCn3c(-c4ccncc4)nc4cc(C(F)(F)F)ccc43)n2)cc1 | ? | 2% | 29µM*
O=C(CCS(=O)(=O)c1cccc2nsnc12)N1CCN(c2ccccc2F)CC1 | -22% | 4% | -12%
O=C(CCn1ccc2cc(S(=O)(=O)N3CCCC3)ccc21)NCc1ccccc1 | -7% | -1% | -29%
O=C(CSC1=Nc2ccccc2N=C(c2ccc(F)cc2)C1)Nc1cccc(C(F)(F)F)c1 | 23µM* | -5% | ?
COc1ccc(NC(=O)c2ccccc2[N+](=O)[O-])cc1OC | ? | 6% | 7%
COc1ccc(OCCCC(=O)Nc2cccc(S(=O)(=O)N3CCCCCC3)c2)cc1 | ? | 1% | ?
C/C(=N/NC(=O)CNC(=O)COc1cccc(C)c1)c1ccco1 | -18% | 1% | 23%
O=[N+]([O-])c1ccc(CSC2=NCCN2)cc1 | 21µM* | . | 21µM*
COC(=O)C1CCN(C(=O)c2ccc(OC3CCN(Cc4ccccn4)CC3)cc2)CC1 | -10% | 5% | 1%
N#C/C(=C\c1ccc(O)c(O)c1)C(=O)NCCc1ccccc1 | ? | 16%[56.1 µM] | ?
CCn1c2ccccc2c2cc(NC(=O)C(=O)N3CCOCC3)ccc21 | -25% | -2% | -22%
O=C(NCc1ccccc1)Nc1cc(Cl)ccc1Cl | -4% | 3% | 14%
COc1ccc(Oc2c(C)oc3c(CN(C)C)c(O)ccc3c2=O)cc1 | -4% | -4% | 0%
COc1ccc2c(CN3CCOCC3)cc(=O)oc2c1 | -12% | . | 7%
CCN(c1ccccc1)S(=O)(=O)c1ccc(C(=O)N2CCN(c3ccccc3F)CC2)cc1 | 21µM* | . | ?
CC(Oc1ccc(Cl)cc1)c1ccnn1S(C)(=O)=O (stereo not given) | -20% | -3% | -17%
CCC(Nc1ccc(OC)cc1)C(=O)N/N=C/c1ccc([N+](=O)[O-])cc1 (stereo not given) | ? | 8% | ?
Nc1c(C(=O)CSc2n[nH]c(-c3ccccc3Br)n2)c(=O)[nH]c(=O)n1C1CC1 | -22% | -2% | -9%
Nc1nc(N)c(N=O)c(Nc2ccc(Cl)c(Cl)c2)n1 | 7.3µM* | . | 4.1µM*
Cc1[nH]nc(Nc2ccc(Br)cc2)c1[N+](=O)[O-] | 18µM* | . | 21µM*
O=C(N/N=C/c1ccco1)c1cc(-c2ccc(Br)s2)[nH]n1 | ? | 1% | -19%
C/C(=N\NC(=O)c1cccc(S(=O)(=O)N2CCOCC2)c1)c1cc2ccccc2o1 | ? | . | ?
O=C(NCC1CCCO1)C1c2ccccc2C(=O)N1C1CCCCCCC1 (stereo not given) | -22% | 4% | -14%
CCS(=O)(=O)n1nc(-c2ccco2)nc1SC | ? | 6% | ?
O=C1CSC(=S)N1N=Cc1ccc(OCc2ccccc2)cc1 | ? | . | ?
Nc1cc(Cl)ccc1N1CCCC1 | -10% | 1% | -5%
COc1ccc(NC(=S)N(CCCOC(C)C)C2CCN(C(C)=O)CC2)cc1Cl | -7% | . | -15%
Cc1ccc(S(=O)(=O)C(F)(F)F)cc1NC(=O)c1cccnc1 | -13% | 0% | -5%
CCC(=O)N1CCc2cc(S(=O)(=O)NCCC(=O)Nc3ccc(OC)cc3)ccc21 | -14% | 2% | -2%
Cc1[nH]c2ccccc2c1C(=O)CSc1ccc(Cl)cc1 | ? | 0% | 23µM*
CCOc1cc(S(=O)(=O)N2CCCCC2)ccc1Cl | -16% | 2% | -23%
Fc1ccc(Cn2c(SCc3ccc(F)c(F)c3)nnc2C(F)(F)F)cc1 | ? | 2% | ?
CN(C(=O)c1ccc(N2CCOCC2)c([N+](=O)[O-])c1)C1CCCCC1 | -25% | . | -13%
COc1cc(OC)c(NC(=O)N2CCc3cc(OC)c(OC)cc3C2CC(=O)O)cc1Cl (stereo not given) | 8.2µM* | 6% | 15µM*
CCOC(=O)c1sc(NC(=O)CSCc2c(C)noc2C)nc1C | -24% | 3% | -7%
CC(C)COC(=O)N(C)C[C@@H]1OCc2cnnn2CCCC(=O)N([C@@H](C)CO)C[C@@H]1C | 7% | . | -1%
COC(=O)c1ccccc1-c1cc(C)cc2c1OC(CNC(=O)C1CCCO1)C2 (stereo not given) | ? | . | ?
O=C(Cc1cc(=O)[nH]c(=O)[nH]1)N1CCN(C(=O)c2ccco2)CC1 | -5% | -5% | 4%
OC(CNC1CCCCC1)COCCOc1ccc(Br)cc1 (stereo not given) | 23µM* | 5% | 13µM*

(further entries)
SMILES | DT40 TDP1 no CPT | TDP1 inh | DT40 TDP1 CPT
COc1ccc(C(C)(C)C)cc1S(=O)(=O)N1CCC(C(N)=O)CC1 | -2% | 3% | -7%
COc1ccc(-c2csc(N3C(=O)CNC3=S)n2)cc1 | 1% | -3% | 0%
CCN1CCN(c2ccc(NC(=O)c3cccc(N4CCCC4=O)c3)cc2)CC1 | -8% | . | -2%
CNS(=O)(=O)c1cc(Cl)ccc1Sc1ccccc1C(=O)O | -6% | 1% | -2%
CCC1COCCS(=O)(=O)N1Cc1ccc(F)cc1 (stereo not given) | ? | . | ?
CN(C)c1oc(-c2ccccc2[N+](=O)[O-])nc1C#N | ? | -13% | ?
COc1ccc(C(C)NC(=S)NCc2ccc(F)cc2)cc1OC (stereo not given) | ? | 4% | -9%
O=C(O)CSc1cccc[n+]1[O-] | ? | 0% | -4%
Cc1cccc(C)c1NC(=O)c1nc(SC(C)C)ncc1Cl | ? | 5% | 18µM*
Cc1ccc(N(C(=O)c2ccccc2Cl)C2=NC(C)CS2)c(C)c1 (stereo not given) | 18µM* | 1% | ?
O=c1cc(CNc2cc(Cl)ccc2Cl)nc2sccn12 | ? | 8% | -1%
CCCCn1nc(C(=O)Nc2ccccc2N2CCCC2)c2ccccc2c1=O | ? | 9% | ?
Cc1cc(NC(=O)CSc2nc(CCC3CCCC3)nc3ccccc23)no1 | ? | 3% | ?
O=C(NCC1CCN(Cc2cccc(Cl)c2)CC1)c1cc2ccc3cccnc3c2[nH]1 | ? | 1% | -30%
C=CCC(c1ccccc1F)N(CCN1CCOCC1)C(=O)Nc1cccc(Cl)c1 (stereo not given) | ? | -1% | ?
O=S(=O)(c1cccs1)N1CCN(c2ccc(F)cc2)CC1 | -6% | 9% | -17%
CC(=O)c1cccc(N(CC(=O)N2CCOCC2)S(C)(=O)=O)c1 | 11% | -4% | 4%
O=C(Cc1ccc(-c2ccccc2)cc1)NCCS(=O)(=O)N1CCN(c2ccccc2)CC1 | ? | 3% | ?
CN(C)S(=O)(=O)c1ccc2c(c1)N(CC(=O)Nc1ccc(OC(F)(F)F)cc1)C(=O)CS2 | ? | 0% | 16µM*
C=CCn1c(SCC(=O)N2CCCCCC2)nc2ccccc2c1=O | ? | 0% | ?

Compound profiles, as listed above. Values in the order: DT40 TDP1 no CPT	TDP1 inh	DT40 TDP1 CPT
Shown for `Cc1cc(NC(=O)CSc2nc(CCC3CCCC3)nc3ccccc23)no1` → ?	3%	?
Shown for `C=CCC(c1ccccc1F)N(CCN1CCOCC1)C(=O)Nc1cccc(Cl)c1` (stereo not given) → ?	-1%	?

More compounds.
SMILES | DT40 TDP1 no CPT | TDP1 inh | DT40 TDP1 CPT
CSc1nc2ccc(NS(=O)(=O)c3ccc(CNC(C)=O)cc3)cc2s1 | -21% | 4% | -15%
COc1cccc(N2CCN(C(=O)CN(C)S(=O)(=O)c3ccc4c(c3)CCC(=O)N4)CC2)c1 | 18µM* | -4% | 29µM*
CCOC(=O)c1cc(Br)c(=O)n2ccccc12 | ? | 1% | -15%
O=C(N/N=C/c1ccccc1)c1c(O)c2ccccc2[nH]c1=O | 12µM* | -1% | 9.2µM*
O=C1Nc2ccc(S(=O)(=O)NCc3ccco3)c3cccc1c23 | -23% | . | ?
Cc1ccc2nc(CSc3nc(C)cc(C)c3C#N)[nH]c2c1 | ? | 1% | ?
O=C(N1CCOCC1)C12CC3CC(C1)CC(c1ccccc1)(C3)C2 | -29% | -1% | -21%
O=[N+]([O-])c1cc(-c2nc(-c3ccccc3)no2)ccc1NCc1cccnc1 | 5.8µM* | 6% | 12µM*
COc1ccc(C(=O)/C=C/Nc2ccc(S(=O)(=O)Nc3nc(C)cc(C)n3)cc2)c(OC)c1 | -25% | 8% | -21%
Cn1cc(Br)c(C(=O)Nc2sc3c(c2C#N)CCC3)n1 | -10% | -5% | 4%
Cc1c2c(c(C)n1C)C(C(=O)NC1CCCCC1)N(Cc1ccccc1)C2=O (stereo not given) | -21% | 6% | -14%
Cc1nnc(SCC(=O)N2CC(=O)Nc3ccccc32)s1 | 10% | -5% | 4%
O=C(O)C1=C[C@@H](c2ccc3c(c2)OCO3)C[C@@H](OCCCCO)O1 | -5% | -6% | 15%
Cc1ccc(OCc2nc(-c3ccc(C(=O)N4CCN(c5ccccc5F)CC4)cc3)oc2C)cc1 | -4% | 3% | -1%
CC(NC(=O)CNC(=O)c1ccc2c(c1)OCO2)c1ccc(S(N)(=O)=O)cc1 (stereo not given) | 12% | -3% | 0%
Cc1ccc(NC(=O)CCN2CC(C)OC(C)C2)cc1C (stereo not given) | 4% | . | 1%
COc1ccc(-n2cc(CNC3CCOCC3)c(-c3cccc(F)c3)n2)cc1 | 21µM* | 5% | 21µM*
CN(CC(=O)NCc1ccccc1Cl)CC(=O)Nc1ccccc1Br | ? | -2%[56.1 µM] | ?
CN(c1ccccc1)S(=O)(=O)c1cc(C(=O)OCC(=O)c2c(N)n(C)c(=O)n(C)c2=O)ccc1Cl | ? | . | 26µM*
C=CCN1C(=O)N(c2ccccc2)C(=O)C1CC(=O)Nc1ccc(OC)cc1 (stereo not given) | 7% | . | 13%
Cc1ccccc1NC(=O)CN1C(=O)S/C(=C\c2ccc(-c3cc(C(=O)O)ccc3C)o2)C1=O | -27% | . | -2%
COc1ccc(C(C)(NC(C)=O)c2nc(-c3cccnc3)cs2)cc1 (stereo not given) | -11% | . | ?
COc1cc(OC)c(NC(=O)N2CCc3c(sc4c3CCCC4)C2c2ccccc2)cc1Cl (stereo not given) | 21µM* | 1% | ?
Cn1nnnc1SCC(=O)Nc1cccc(S(=O)(=O)N2CCCC2)c1 | -14% | -3% | -11%
Cc1ccc(C)c(CN2C(=O)CSc3ccc(C(=O)NCC(C)CN4CCC(C)CC4)cc32)c1 (stereo not given) | ? | . | 15µM*
CN(C)Cc1ccccc1Sc1ccccc1Br | -5% | 3% | -5%
NC(N)=NS(=O)(=O)c1ccc(NC(=S)Nc2ccc(F)cc2)cc1 | ? | . | -3%
COc1cccc(CNC(=O)C2CCCN(c3cnccn3)C2)c1 (stereo not given) | -25% | 8% | -8%

5 entries from above, with tabs:
SMILES	DT40 TDP1 no CPT	TDP1 inh	DT40 TDP1 CPT
COc1ccc(C(C)(NC(C)=O)c2nc(-c3cccnc3)cs2)cc1 (stereo not given)	-11%	.	?
COc1cc(OC)c(NC(=O)N2CCc3c(sc4c3CCCC4)C2c2ccccc2)cc1Cl (stereo not given)	21µM*	1%	?
Cn1nnnc1SCC(=O)Nc1cccc(S(=O)(=O)N2CCCC2)c1	-14%	-3%	-11%
Cc1ccc(C)c(CN2C(=O)CSc3ccc(C(=O)NCC(C)CN4CCC(C)CC4)cc32)c1 (stereo not given)	?	.	15µM*
CN(C)Cc1ccccc1Sc1ccccc1Br	-5%	3%	-5%

This is a random part of the collection (roughly 18% active in at least one column).
